Screening results deposited in PubChem by National Center for Advancing Translational Sciences (NCATS).
PI5P4Ka inh = blocks human PI5P4K alpha kinase activity. P48426. PI5P4Kalpha enzyme, ADP-Glo luminescence, 60 min; active compounds read low. max response, %. 330,000 compounds, 1.2% hits. AID 652105; active means max response of -50% or lower; inconclusive means between -30% and -50%; inactive means -30% or higher; further: value at the top dose of about 77 µM; on the % scale 0 is the no-effect control and ±100 the full control effect
Target sequence (P48426 whole entry, looked up): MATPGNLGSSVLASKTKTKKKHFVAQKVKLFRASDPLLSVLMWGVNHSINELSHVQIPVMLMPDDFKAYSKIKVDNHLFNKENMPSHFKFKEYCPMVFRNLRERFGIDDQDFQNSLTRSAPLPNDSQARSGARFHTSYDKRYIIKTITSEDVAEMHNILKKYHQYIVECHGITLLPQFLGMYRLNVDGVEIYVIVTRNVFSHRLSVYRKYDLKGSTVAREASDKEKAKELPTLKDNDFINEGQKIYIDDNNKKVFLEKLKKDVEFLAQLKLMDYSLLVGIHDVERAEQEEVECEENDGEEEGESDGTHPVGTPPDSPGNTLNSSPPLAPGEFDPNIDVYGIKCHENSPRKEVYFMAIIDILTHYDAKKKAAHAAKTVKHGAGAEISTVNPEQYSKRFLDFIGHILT
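Quantitative HTS of the MLSMR library against PI5P4Kalpha with substrate. ATP added last at 5 microM final; room temperature, 60 minutes. Remaining ATP depleted, ADP converted and read as luminescence.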
EPAC1 antag = blocks human EPAC1 exchange factor. O95398. 360,000 compounds, 0.14% hits. EPAC1 GEF assay, Rap1b-BODIPY-GDP exchange fluorescence. Potency, µM (doses to about 115 µM), for the others: at the top dose activity change, negative = inhibition, usual class: inhibitors;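 further: potency means the concentration at half of the fitted maximal effect; plate controls were vehicle for no effect and positive control for full effect; nearly all actives have a fitted effect of over 50% in size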
PLK1 PBD inh = blocks phosphopeptide binding to human PLK1 polo-box domain | 360,000 compounds, 2.8% hits | AID 720504 | P53350 | Potency, µM, for inactives: max response, negative = inhibition, actives largely listed as inhibitors | Plk1 PBD binding of FITC phosphopeptide, fluorescence polarization; further: potency means the concentration at half of the fitted maximal effect; series mostly up to about 57 µM; on the % scale 0 is the no-effect control and ±100 the full control effect; nearly all actives have a fitted effect of over 65% in size
Target sequence (P53350 whole entry, looked up, the tested form may be a part): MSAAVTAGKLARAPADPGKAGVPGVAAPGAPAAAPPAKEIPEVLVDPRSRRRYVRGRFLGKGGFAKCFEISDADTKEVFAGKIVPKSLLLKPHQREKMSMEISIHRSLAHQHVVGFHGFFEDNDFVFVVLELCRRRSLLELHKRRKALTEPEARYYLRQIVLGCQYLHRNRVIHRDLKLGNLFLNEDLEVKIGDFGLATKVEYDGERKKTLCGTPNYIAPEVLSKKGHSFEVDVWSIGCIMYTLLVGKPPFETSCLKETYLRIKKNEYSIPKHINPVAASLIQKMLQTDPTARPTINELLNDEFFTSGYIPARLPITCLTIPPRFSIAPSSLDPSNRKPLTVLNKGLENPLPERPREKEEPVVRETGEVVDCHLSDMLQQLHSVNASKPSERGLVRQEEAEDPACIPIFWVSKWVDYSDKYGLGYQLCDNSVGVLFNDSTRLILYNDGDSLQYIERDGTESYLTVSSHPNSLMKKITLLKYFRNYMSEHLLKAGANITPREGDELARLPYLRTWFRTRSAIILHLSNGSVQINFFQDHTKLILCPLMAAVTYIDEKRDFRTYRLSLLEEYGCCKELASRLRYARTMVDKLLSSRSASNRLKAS
EPAC1 ag = agonists of human EPAC1; Potency, µM (doses to about 154 µM), without a hit: at the highest dose activation, most hits filed as activators; EPAC1 agonist qHTS, biochemical assay; response scale: 100% = response to 6.5 mM cAMP; 360,000 compounds, 0.073% hits; AID 720707; O95398; further: potency means the concentration at half of the fitted maximal effect; nearly all actives have a fitted effect of over 60% in size
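Nucleotide exchange assay: 100 nM EPAC1 with 250 nM Rap1B loaded with BODIPY-GDP and 50 uM GDP, room temperature. Fluorescence (480/540 nm) read every 5 min for 30 min; signal change normalized to 6.5 mM cAMP as full agonist.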
Abeta yeast res = compounds reversing amyloid beta toxicity in yeast. yeast expressing A-beta42, growth rescue, OD600, 48 h; response scale: 0% DMSO, 100% iron-clioquinol control. AID 1347071. Potency, µM (titrated, usually from 46.1 µM), without a hit: top-dose growth rescue, actives largely listed as activators. 410,000 compounds, 0.063% hits; further: potency means the concentration at half of the fitted maximal effect; nearly all actives have a fitted effect of over 55% in size
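Yeast A-beta toxicity model in growth medium with pinned compounds, 48 h at 30 C; growth read as absorbance at 600 nm. Normalized to FeCl3/clioquinol equimolar mix (positive) and DMSO (negative).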
IL2 activator = IL-2 activation. 360,000 compounds, 0.065% hits. IL-2 activation reporter assay, cell-based qHTS; stimulated with anti-CD3/CD4/CD28 beads; in transgenic mouse T cells. activation, % (series mostly up to about 46 µM); in the data active means activation above about 50%; inconclusive means mostly about 30% to 49%; further: 0% is about no effect
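EGFP and DsRed fluorescence is measured by plate cytometry in unstimulated transgenic mouse T cells exposed to compound for 60 minutes, then stimulated 18 hours at 37 degrees C with anti-CD3/anti-CD4 beads plus anti-CD28.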
aSyn rescue = inhibitors of alpha-synuclein toxicity in yeast | Yeast expressing alpha-synuclein, growth rescue, BacTiter-Glo, 24 h | Potency, µM (top dose mostly 46.1 µM), without a hit: at the highest dose growth rescue (activation), most hits filed as activators | 370,000 compounds, 0.14% hits; further: potency means the concentration at half of the fitted maximal effect; % of control where 0% means no effect; nearly all actives have a fitted effect of over 65% in size
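Screening used galactose-induced yeast with toxic alpha-synuclein levels, exposed to compound for 24 hr at 30 deg C. Cell growth, read with BacTiter-Glo luminescence, gave the measured signal.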
WRN helicase inh = inhibitors of human WRN helicase | 360,000 compounds, 0.46% hits | Q14191 | WRN helicase unwinding, fluorescent forked duplex, kinetic | AID 651768 | Potency, µM (titrated, usually from 114 µM), without a hit: at the top dose activity change, negative = inhibition, actives largely listed as inhibitors; further: potency means the concentration at half of the fitted maximal effect; on the % scale 0 is the no-effect control and ±100 the full control effect; nearly all actives have a fitted effect of over 55% in size
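WRN at 20 nM final was preincubated with compound for 15 min at room temperature; reaction started with 100 nM forked duplex oligonucleotide carrying fluorophore and quencher plus 2 mM ATP (final). Unwinding followed kinetically by red fluorescence (ex 525/em 598 nm).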
FUS yeast rescue = FUS proteinopathy suppression in yeast; S. cerevisiae FUS-expressing, growth rescue, OD600, 24 h; Potency, µM (doses to about 76.6 µM), without a hit: at the highest dose growth rescue (activation), hits mostly activators; 390,000 compounds, 0.24% hits; AID 1347120;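 further: potency means the concentration at half of the fitted maximal effect; plate controls were DMSO vehicle for no effect and reference control for full effect; nearly all actives have a fitted effect of over 55% in size; some results filed as inactive show a strong effect at the top dose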
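Toxicity suppression screen in FUS-yeast. Cells induced with 2% galactose, starting OD 0.005, treated 24hr at 30C with compounds at multiple final concentrations; growth by OD600.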
Active calls of the source: *; ? = inconclusive; · = not tested or not shown; & = joins results of further samples; [ ] = another dose, or the depositor's remark. Unless noted, the call rests on the fitted dose curve; in most records, active means well fitted curve in the direction sought with a large enough effect; inconclusive means small, poorly fitted or top-dose-only effect, or another doubt; inactive means no such curve, though single readings can be large; an effect the other way counts as inactive or inconclusive.

Compound	EPAC1 ag	Abeta yeast res	EPAC1 antag	PLK1 PBD inh	WRN helicase inh	IL2 activator	PI5P4Ka inh	FUS yeast rescue	aSyn rescue
O=C(Nc1ccnn1C1CCN(Cc2ccc(OC(F)F)cc2)CC1)C1CCCC1	-16%	-17%	-17%	-3%	7%	-2.8	-10	3%	1%
Cc1cccn2c(=O)c(C=O)c(N3CCCCCC3)nc12	1%	-28%	5%	-8%	2%	-1.0	·	18%	0%
O=C(Cn1nc(Cc2cccnc2)c2ccccc2c1=O)NCc1ccc(F)cc1	-22%	-1%	5%	-6%	-15%	-1.5	10	-18%	-8%
Cc1ccccc1OCC(=O)NC(Cc1c[nH]c2ccccc12)C(=O)O (stereo not given)	-1%	-1%	11%	-6%	-4%	-2.5	2	6%	-2%
Cc1csc(SCC(=O)Nc2ccccn2)n1	9%	5%	5%	-8%	-1%	0.0	0	-17%	-7%
CC1=C(n2ccnc2)CCC1=O	-8%	-16%	-2%	-3%	3%	-1.0	-4	-9%	-5%
CC(=O)c1ccc(N2CCN(C(=O)c3ccc(Br)cc3)CC2)c(F)c1	8%	-75%[inhibitor]	0%	-10%	-1%	-0.8	-3	-6%	-30%
CCN(CC)CCNS(=O)(=O)c1ccc2[nH]cc(C(=O)O)c(=O)c2c1	4%	-25%	-9%	-16%	-12%[11.6 µM]	-1.2	·	19%	-7%
CCC1NC(=O)c2cc3ccccc3cc2-n2c1nc1cc(C)cc(C)c1c2=O (stereo not given)	-33%[inhibitor]	-11%	-7%	-13%	-4%	-2.0	0	-4%	-3%
C=CCN(C(=O)C1=NN(C2CCS(=O)(=O)C2)C(=O)CC1)c1nc(-c2ccc([N+](=O)[O-])cc2)cs1 (stereo not given)	1%	8%	-4%	-9%	-1%	-0.2	2	22%	8%
CCOc1ccccc1NCc1cc(=O)oc2cc(C)ccc12	5%	-12%	?	-11%	-34%	-7.6	1	-2%	0%
CCOc1ccc(C(=O)NCC(c2ccco2)N2CCc3ccccc3C2)cc1 (stereo not given)	6%	1%	-12%	0%	-5%	-2.7	5	11%	-2%

Going on with the list:
Compound	EPAC1 ag	Abeta yeast res	EPAC1 antag	PLK1 PBD inh	WRN helicase inh	IL2 activator	PI5P4Ka inh	FUS yeast rescue	aSyn rescue
Cc1ccc(CN2[C@@H](CC3CCCCC3)COCCS2(=O)=O)cc1	-10%	2%	-18%	-1%	-3%	-0.4	21	-6%	1%
Cc1ccc(C(=O)N/C(=C/c2ccccc2)C(=O)NC(Cc2ccccc2)C(=O)O)cc1 (stereo not given)	-6%	-8%	12%	-1%	2%	-2.6	-2	-9%	-16%
CC(C)NC(=O)C1CCN(C2CCN(Cc3cn[nH]c3-c3ccccc3)CC2)CC1	4%	-9%	7%	-6%	1%	0.8	-2	-5%	-2%
O=C(COC(=O)c1ccc(CO)cc1)Nc1ccc(OC(F)F)cc1	7%	-6%	-8%	0%	-6%	14	1	6%	3%
O=C(CN1CCC(NC(=O)c2ccco2)CC1)Nc1ccccc1C(F)(F)F	-1%	-6%	-6%	0%	2%	3.6	3	17%	-5%
CCOc1ccc(S(=O)(=O)NCCC(=O)OCC(=O)NC(=O)c2cccn2C)cc1	6%	3%	-2%	5%	-12%	0.9	-24	28%	1%
COc1cccc2cc(C(C)N(CCCN3CCOCC3)C(=S)Nc3cccc(C)c3)oc12 (stereo not given)	9%	-12%	56µM*	-9%	-8%	0.3	3	19%	-4%
CCCCN(C(=O)CCCc1nc2ccccc2c(=O)[nH]1)c1c(N)n(CC(C)C)c(=O)[nH]c1=O	4%	-25%	-17%	-3%	5%	0.0	0	-3%	-6%
Cc1ccnc2c(N3C(=O)C4C5C=CC(C5)C4C3=O)cccc12 (stereo not given)	-1%	2%	-2%	0%	-12%	2.9	1	2%	-9%
O=c1ccccn1CCOc1ccccc1Cl	6%	10%	-4%	-1%	-5%	-0.6	-2	-14%	3%
COc1ccc(NC(=O)CSc2nnc(CNC(=O)c3ccco3)o2)cc1	11%	-6%	-27%	-18%	0%	-0.4	0	-3%	0%
O=S(=O)(c1ccccc1F)N1CCC(Oc2ccc(-n3cnnn3)cc2)CC1	13%	?	-12%	0%	-6%	-0.8	5	-18%&34%	24%

Additional records.
Compound	EPAC1 ag	Abeta yeast res	EPAC1 antag	PLK1 PBD inh	WRN helicase inh	IL2 activator	PI5P4Ka inh	FUS yeast rescue	aSyn rescue
O=C(COC(=O)c1n[nH]c2ccccc12)Nc1cccc(S(=O)(=O)N2CCOCC2)c1	6%	-8%	-9%	-19%	-9%	-3.7	-4	30%	-2%
COc1ccccc1NS(=O)(=O)c1ccc(C)c(NC(=O)c2ccc(S(=O)(=O)N3CCCCCC3)cc2)c1	-7%	-9%	8%	-1%	-8%	-0.2	4	?	2%
COc1cc2c(cc1OC)CN(C(=O)c1ccc(OC)c(S(=O)(=O)N3CCOCC3)c1)CC2	3%	0%	0%	-6%	2%	-0.7	5	12%	-2%
CCOC(=O)CSc1nnc(-c2ccc(Cl)cc2Cl)o1	3%	-1%	-6%	-9%	-13%	-0.9	2	18%	12%
CC(C)CNS(=O)(=O)c1ccc(CCC(=O)N2CCN(c3ccccc3)CC2)cc1	3%	-12%	?	-22%	-11%	6.1	3	53%	1%
COc1ccc(C2c3ccc4ccccc4c3Oc3ncn(CCO)c(=N)c32)cc1OC (stereo not given)	7%	11%	-7%	-5%	25%	-1.2	2	37%	8%
O=C(Nc1ccccc1)c1cc(C2CCCCN2C(=O)CCc2ccccc2)on1 (stereo not given)	4%	7%	-20%	4%	-9%	-0.6	2	-14%	3%
CC(C)OC(=O)c1cc(NC(=S)Nc2ccc([N+](=O)[O-])cc2)cc(C(=O)OC(C)C)c1	-11%	-1%	-4%	-22%	-6%	-0.2	8	16%	1%
COc1cc(C(=O)NC(=S)Nc2ccccc2[N+](=O)[O-])cc(OC)c1OC	-3%	-11%	10%	21µM*	4%	-0.8	-5	-2%	-14%
Cn1c(=O)[nH]c(=O)c2c1nc(NCCCO)n2Cc1ccc(F)cc1	0%	0%	5%	2%	3%	2.4	-5	11%	6%
O=C(O)CSc1cccnc1Sc1ccc(Cl)cc1	18%	-12%	2%	?	0%	0.0	10	-22%	6%
CCOC(=O)[C@H]1[C@H]2COc3cc(OC)ccc3[C@@H]2N2C(=O)c3ccc(F)cc3NC(=O)[C@@]12C	-14%	-5%	-1%	-2%	2%	-0.5	0	16%	0%

The results go on:
Compound	EPAC1 ag	Abeta yeast res	EPAC1 antag	PLK1 PBD inh	WRN helicase inh	IL2 activator	PI5P4Ka inh	FUS yeast rescue	aSyn rescue
CCN(CC)C(=O)c1cc2c(=O)n3ccccc3nc2s1	-16%	-14%	18%	-3%	9%	-0.8	-13	-14%	-5%
COc1cccc([C@@H]2Oc3ccc(OC)cc3C(=O)[C@H]2O)c1	5%	-5%	-8%	-7%	-7%	-0.5	-2	-10%	3%
Cc1nnc(SCCCn2c(N3CCCCC3)nc3c2c(=O)[nH]c(=O)n3C)s1	-6%	-6%	4%	-6%	13%	-1.9	·	13%	0%
CCN(CC)C(=O)CS(=O)CC(=O)Nc1cc(OCCOC)c(Cl)cc1Cl (stereo not given)	-3%	-6%	15%	-1%	0%	-0.1	0	9%	0%
COc1ccc(CC(=O)OC(C)C(=O)Nc2ccc(Cl)cn2)cc1 (stereo not given)	4%	-2%	3%	1%	-10%	-2.5	6	·	-6%
O=C(O)CCC(=O)Nc1ccc(Br)cn1	8%	2%	1%	-5%	4%	2.7	-8	-6%	-6%
Cc1ccc2cc3c(N)c(C(=O)Nc4c(C)[nH]c(=O)[nH]c4=O)sc3nc2c1	-6%	-4%	-12%	-5%	-30%[57.1 µM]	21	0	39%	-4%
CCOC(=O)CC1COc2ccccc2N1C(=O)c1ccc(C)cc1 (stereo not given)	-4%	-6%	-20%	-8%	6%	-3.5	-1	16%	-1%
COc1ccc(OC)c2c1nc1n2CCS1	-4%	6%	-1%	-30%	-3%	-1.1	-8	·	0%
CCOC(=O)N1CCC(NC(=O)c2cc(S(=O)(=O)N3CCOCC3)ccc2F)CC1	-7%	11%	11%	1%	4%	1.1	·	11%	-3%
CCCCNC(=O)c1onc(CSc2ccc(Cl)cc2)c1C(=O)NCCCC	-8%	19%	-7%	-24%	6%	-0.3	10	6%	2%
O=C(NCc1cccnc1)C1CCCCN1S(=O)(=O)c1ccc(F)cc1 (stereo not given)	8%	18%	2%	4%	0%	-1.2	·	15%	3%

The listing continues:
Compound	EPAC1 ag	Abeta yeast res	EPAC1 antag	PLK1 PBD inh	WRN helicase inh	IL2 activator	PI5P4Ka inh	FUS yeast rescue	aSyn rescue
Cc1cc(C)n(-c2ccc(F)cc2)c(=O)c1C#N	11%	-1%	5%	-11%	-31%[57.1 µM]	-4.0	1	19%	-8%
OCC1(c2cc(C(F)(F)F)n[nH]2)CCCCC1	-11%	-1%	0%	3%	6%	1.5	·	12%	6%
Cc1ccccc1NC(=O)NC1CCCc2ccccc21 (stereo not given)	4%	18%	6%	-1%	5%	-1.5	2	-3%	3%
Cc1ccccc1NC(=O)c1cccc(N2C(=O)C3CCCCC3C2=O)c1 (stereo not given)	-7%	3%	-21%	1%	-8%	0.8	-1	8%	2%
COc1ccc(C(=O)Nn2c(C)nc3ccccc3c2=O)cc1[N+](=O)[O-]	-6%	-5%	-2%	-11%	-3%	0.7	-3	-19%	-2%
CCc1ccc(-c2cc(C)no2)cc1S(=O)(=O)Nc1ccc(C)cn1	-4%	8%&-5%	-8%	-11%	-2%	-2.8	-7	-17%&3%	-2%
CCCn1nc(C(=O)Nc2cc(C(=O)OC)ccc2C)c2ccccc2c1=O	5%	-6%	2%	-8%	-10%	-2.7	·	1%	2%
Cc1ccc(NC(=O)CCC(=O)OC(C(=O)c2ccc(C)c(C)c2)c2ccccc2)c(C)c1 (stereo not given)	-5%	0%	5%	-7%	3%	-3.1	-1	23%	-8%
O=C(c1ccc(Br)o1)N(Cc1ccccc1)c1ccccn1	-7%	3%	3%	-6%	8%	-2.5	·	9%	-1%
